esBAF inh – SWI/SNF esBAF complex inhibition; 350,000 tested, 2% active; reporter increase, % at 12.5 µM; mouse ES cells, Bmi1-luciferase knock-in reporter, 24 h; 100% = twice the neutral-well signal; in the data active = activation above about 40%; inconclusive = no clear call, values can overlap the other calls;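 note: 0% = median of the plate's neutral control wells and 100% = double that signal; a rise in the Bmi1 reporter signal indicates esBAF inhibition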
RAD54 inh – inhibitors of human RAD54 branch migration; RAD54 Holliday junction branch migration, FAM/BHQ fluorescence; inhibition, % at 10.4 µM; AID 602329; Q92698; 360,000 tested, 0.14% active;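 active = mean normalized replicate activity at least 40 and at least half of replicates scoring 40 or more; inconclusive = only one of the two criteria met; inactive = mean below 40 and under half of replicates reaching 40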;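 note: 0% = median of neutral control wells and 100% = median of positive control wells; inhibitors cause a drop in the FAM fluorescence signal; in these data hits start at about 50%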
Target sequence (Q92698 whole entry, looked up): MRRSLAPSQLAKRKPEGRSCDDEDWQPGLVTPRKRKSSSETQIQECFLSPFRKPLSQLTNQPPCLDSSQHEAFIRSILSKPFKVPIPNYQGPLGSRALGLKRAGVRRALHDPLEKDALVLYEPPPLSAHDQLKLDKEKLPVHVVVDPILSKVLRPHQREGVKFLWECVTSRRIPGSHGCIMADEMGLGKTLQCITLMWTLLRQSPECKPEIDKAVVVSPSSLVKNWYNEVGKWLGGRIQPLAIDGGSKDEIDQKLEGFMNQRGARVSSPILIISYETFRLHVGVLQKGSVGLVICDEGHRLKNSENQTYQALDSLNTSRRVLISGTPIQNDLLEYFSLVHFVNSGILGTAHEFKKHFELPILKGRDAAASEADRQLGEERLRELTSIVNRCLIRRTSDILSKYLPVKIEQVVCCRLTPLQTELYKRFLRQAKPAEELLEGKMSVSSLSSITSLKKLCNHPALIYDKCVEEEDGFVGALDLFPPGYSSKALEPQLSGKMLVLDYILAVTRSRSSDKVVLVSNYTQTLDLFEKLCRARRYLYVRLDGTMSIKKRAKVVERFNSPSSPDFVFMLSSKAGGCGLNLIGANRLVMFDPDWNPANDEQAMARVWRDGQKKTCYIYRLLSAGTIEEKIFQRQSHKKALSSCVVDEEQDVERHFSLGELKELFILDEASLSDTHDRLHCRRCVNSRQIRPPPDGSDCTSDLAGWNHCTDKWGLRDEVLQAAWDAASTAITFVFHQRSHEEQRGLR
An asterisk follows results filed as active; ? = inconclusive. The list is partial. The share of hits here may be higher or lower than overall.

SMILES	esBAF inh	RAD54 inh
COC(=O)N/N=C/c1ccc([N+](=O)[O-])o1	-5	-4
O=C(NC1C=CS(=O)(=O)C1)c1sc2ccccc2c1Cl (centres undefined)	18	-1
CCOc1ccc(OCCOc2cccc(C(F)(F)F)c2)cc1	-8	5
Cc1ccn(C(=O)c2cc3cc(Cl)ccc3oc2=O)n1	3	-1
CN1CCN(C(=O)c2ccc(COc3ccc(C(C)(C)C)cc3)o2)CC1	18	0
COc1ccc(C2C(C(C)=O)=C(O)C(=O)N2C)c(OC)c1 (centres undefined)	-9	10
C=C(C)CNC(=S)N/N=C(\C)c1ccc(-n2ccnc2)cc1	4	4
Cc1ccc(S(=O)(=O)N(CC(=O)NCCSC2CCCCC2)c2ccccc2F)cc1	2	2
COc1ccc(CCN(C(=O)c2cccc(F)c2)C2CC(=O)N(c3ccc(OC)cc3)C2=O)cc1 (centres undefined)	0	-3
COc1cc(OC)cc(C(=O)N2CCN(Cc3ccccc3C(F)(F)F)CC2)c1	-1	-17
CCN(CC)S(=O)(=O)c1ccc(NCc2ccccc2)nc1	0	-1
Cn1c(SCc2ccc(C(=O)Nc3nccs3)cc2)nnc1-c1ccccc1	29	16
C#CCOCCOCCOCCNc1nc(N2CCN(C(=O)CCCCCCCCCCNC(=O)Cn3cc(CCCCCN)nn3)CC2)nc(N2CCN(C(=O)CCCCCCCCCCNC(=O)[C@H](CO)n3cc(CCCCCN)nn3)CC2)n1	5	?
CC(=O)OCCn1c(Br)nc2c1c(=O)[nH]c(=O)n2C	-9	-8
COc1ccc(O)c(/C=N/NC(=O)CSc2nnc(C)n2-c2ccccc2)c1	-2	4
COc1ccc(-n2sc3c(c2=S)-c2cc(OC)ccc2NC3(C)C)cc1	0	0
COc1ccc2cc(C(=O)N3CCCCCC3)sc(=O)c2c1OC	14	3
O=C(NC1(C(F)(F)F)C(=O)Nc2c1c(=O)[nH]c(=O)n2Cc1ccco1)C1CC1 (centres undefined)	-1	-12
COC(=O)C(CCSC)NC(=O)CNC(=O)C1CCCCC1 (centres undefined)	-2	5
Cc1[nH]nc2c1C1(C(=O)N(Cc3ccc(Cl)cc3)c3ccccc31)C(C#N)=C(N)O2 (centres undefined)	7	-5
C/C(CC(=O)Nc1cc(Cl)ccc1Cl)=N\NC(=O)c1ccco1	11	3
COCCNCCOCCOc1ccc(Cl)c(C)c1	-2	-2
CCOC(=O)C1CCCN(Cc2nc(N)nc(Nc3ccc(C)cc3)n2)C1 (centres undefined)	8	-16
COc1ccc2c(c1)c1nnc(SCC(=O)N3C(C)CCCC3C)nc1n2C (centres undefined)	6	-2
CCOc1ccc(OC(=O)c2cccnc2)cc1	1	-1
COc1ccc(C2C(C(=O)N3CCOCC3)c3ccccc3C(=O)N2c2ccc(OC)cc2)cc1 (centres undefined)	2	8
Cc1cc(NC(=O)CCS(=O)(=O)c2nc(-c3ccccc3)cc(C(F)(F)F)n2)no1	11	7
O=C(Nc1ccc(N2CCOCC2)cc1)c1ccc2nc(-c3ccco3)c(-c3ccco3)nc2c1	-5	9
CC(C)CNS(=O)(=O)c1ccc(CCC(=O)N2CCOCC2)cc1	9	-4
CCC(C)(C(=O)NC1CCCCC1)N(C)C(=O)c1ccccn1 (centres undefined)	-6	-2
C=CCc1ccc(OCC(O)CN2CCCCC2C)c(OC)c1 (centres undefined)	6	2
Clc1ccc(CSc2snnc2-c2ccccc2)cc1	16	0
CCOc1cc(C2NC(=O)NC(O)(C(F)(F)F)C2C(=O)c2ccccc2)ccc1OC (centres undefined)	0	-8
COC(=O)NCc1cccc(CNC(=O)OC)c1	-10	-7
O=C(Nc1cnn(Cc2ccc(Cl)cc2)c1)c1cnccn1	2	-4
CCOC(=O)c1c(C)oc2cc(Br)c(OCC(N)=O)cc12	6	1
O=C(OCCOCCN=C1NS(=O)(=O)c2ccccc21)C1CC(=O)N(c2ccccc2)C1 (centres undefined)	-12	5
CC(=O)c1cnc2cc(-c3ccccc3)nn2c1C	?	-6
Cc1ccc2nc(NC(=O)CSCC(=O)OCC(=O)c3ccc(Br)cc3)sc2c1	-67	2
COc1ccc(S(=O)(=O)Nc2cc(C)c(O)c(S(=O)(=O)c3ccccc3)c2)cc1	-10	4

20 entries from above, set out differently.
Each structure is followed by: esBAF inh, RAD54 inh
C/C(CC(=O)Nc1cc(Cl)ccc1Cl)=N\NC(=O)c1ccco1
→ 11, 3
COCCNCCOCCOc1ccc(Cl)c(C)c1
→ -2, -2
CCOC(=O)C1CCCN(Cc2nc(N)nc(Nc3ccc(C)cc3)n2)C1 (centres undefined)
→ 8, -16
COc1ccc2c(c1)c1nnc(SCC(=O)N3C(C)CCCC3C)nc1n2C (centres undefined)
→ 6, -2
CCOc1ccc(OC(=O)c2cccnc2)cc1
→ 1, -1
COc1ccc(C2C(C(=O)N3CCOCC3)c3ccccc3C(=O)N2c2ccc(OC)cc2)cc1 (centres undefined)
→ 2, 8
Cc1cc(NC(=O)CCS(=O)(=O)c2nc(-c3ccccc3)cc(C(F)(F)F)n2)no1
→ 11, 7
O=C(Nc1ccc(N2CCOCC2)cc1)c1ccc2nc(-c3ccco3)c(-c3ccco3)nc2c1
→ -5, 9
CC(C)CNS(=O)(=O)c1ccc(CCC(=O)N2CCOCC2)cc1
→ 9, -4
CCC(C)(C(=O)NC1CCCCC1)N(C)C(=O)c1ccccn1 (centres undefined)
→ -6, -2
C=CCc1ccc(OCC(O)CN2CCCCC2C)c(OC)c1 (centres undefined)
→ 6, 2
Clc1ccc(CSc2snnc2-c2ccccc2)cc1
→ 16, 0
CCOc1cc(C2NC(=O)NC(O)(C(F)(F)F)C2C(=O)c2ccccc2)ccc1OC (centres undefined)
→ 0, -8
COC(=O)NCc1cccc(CNC(=O)OC)c1
→ -10, -7
O=C(Nc1cnn(Cc2ccc(Cl)cc2)c1)c1cnccn1
→ 2, -4
CCOC(=O)c1c(C)oc2cc(Br)c(OCC(N)=O)cc12
→ 6, 1
O=C(OCCOCCN=C1NS(=O)(=O)c2ccccc21)C1CC(=O)N(c2ccccc2)C1 (centres undefined)
→ -12, 5
CC(=O)c1cnc2cc(-c3ccccc3)nn2c1C
→ ?, -6
Cc1ccc2nc(NC(=O)CSCC(=O)OCC(=O)c3ccc(Br)cc3)sc2c1
→ -67, 2
COc1ccc(S(=O)(=O)Nc2cc(C)c(O)c(S(=O)(=O)c3ccccc3)c2)cc1
→ -10, 4

(further entries)
SMILES	esBAF inh	RAD54 inh
COc1cc(-c2nc3ccccn3c2NCc2ccccc2)ccc1SC1CCCCC1	21	-9
O=C(c1ccncc1)N1CCN(c2cccc(C(F)(F)F)c2)CC1	-9	-5
CCCCCC/C(=N\NS(C)(=O)=O)c1ccccc1	2	7
Cc1nnc(N(C(=O)c2cnccn2)c2ccccc2)s1	1	-1
COC(=O)CC[C@@H](C(=O)O)N1C(=O)c2ccccc2C1=O	-1	-2
CC(=O)Nc1ccc(NC(=O)COC(=O)Cc2cccs2)cc1	-12	-3
CCN(CC)CCCN=Cc1c(O)n(Cc2ccccc2)c(=O)c2ccccc12	-5	9
COc1ccc(C(=S)N2CCN(C)CC2)cc1	-2	-8
COc1cc(CSc2nc(-c3ccccc3)cc(=O)[nH]2)cc(OC)c1	4	-7
CC(C)[C@H](NC(=O)OCc1ccccc1)C(=O)NC(C=O)Cc1ccccc1 (some centres undefined)	7	-5
COC(=O)c1ccc(NC(=O)CN(Cc2ccc(Cl)cc2)S(C)(=O)=O)cc1	0	2
O=C(CSc1nc2ccccc2c(=O)n1-c1ccccc1)NCc1ccc2c(c1)OCO2	-2	5
N#Cc1c(-c2ccc(Cl)cc2)nc2n(c1=O)CCCS2	4	-5
COc1ccc(OC)c(NC2=NC3(CCCCC3)N=C(N)N2)c1	2	28
COc1cc(OC)c(OC)cc1CN1CCN(S(=O)(=O)c2ccc(F)cc2)CC1	0	-7
O=C(NC1CCCCC1)C(c1ccc2ncccc2c1)N(Cc1ccccc1)C(=O)c1ccc2c(c1)OCCO2 (centres undefined)	-3	-7
Clc1ccccc1-c1nn2c(COc3ccccc3)nnc2s1	2	8
CCN1CCN(c2ncnc3c2nnn3Cc2ccccc2)CC1	2	-5
O=C(COC(=O)CCC(=O)c1cccs1)Nc1ccc(S(=O)(=O)N2CCOCC2)cc1	-5	-6
CCCCOC(=O)Nc1cc(Cl)ccc1C	6	-13
Nn1c(SCc2nc3ccccc3[nH]2)nnc1-c1ccccc1	1	5
CCN(CC)C(=O)c1ccc(C)c(Br)c1	2	5
COc1ccc(Br)cc1-c1noc(-c2ccccc2)n1	17	6
O=C1Nc2cc(Cl)ccc2C1(N1CCNCC1)C(F)(F)F (centres undefined)	-2	7
Cn1nnnc1SCCNCc1cccnc1	5	-13
O=C(c1ccco1)N1CCN(C/C=C/c2ccccc2)CC1	4	-12
CCNc1nc(N)nc(-c2cc(Cl)ccc2OC)n1	9	1
CC1(C)N=C(c2cccs2)C(C)(C)N1O	1	14
CC1(C)Cc2c(c(-c3ccccc3Cl)[nH]c(=O)c2C#N)CO1	-1	4
N=c1oc2c3c4c(cc2cc1C(=O)Nc1ccccc1)CCCN4CCC3	15	-180
CNC(=S)NNC(=O)CCn1nc(C)c(Br)c1C	-4	-7
CS(=O)(=O)NC1c2cccc3cccc(c23)C1Sc1nncn1/N=C/c1ccco1 (centres undefined)	-4	-6
Cc1nn(Cc2c(Cl)cccc2Cl)c(C)c1NC(=O)c1cnn2c(C(F)F)cc(-c3ccccc3)nc12	1	-3
Cn1c(-c2ccc3c(c2)OCO3)cnc1NCc1ccc(Cl)cc1	0	-12
CCCC(=O)Nc1ccc(S(=O)(=O)Nc2cc(C)nc(C)n2)cc1	-7	2
O=C(Nc1ccc(S(=O)(=O)N2CCc3ccccc32)cc1)c1ccc2c(c1)OCO2	-2	3
CCCOc1ccc(-c2nnn(CC(=O)OCC)n2)cc1	-8	3
O=C(CCS(=O)(=O)c1cccc2nsnc12)NC1CCCCC1	3	-27
COc1ccc(CNC(=O)CSc2nc3nc(C)cc(C)n3n2)cc1	0	14
CCCC(=O)c1cc2cc(Cl)ccc2oc1=O	-10	2
Cc1ccc2c(c1)N(CC(=O)N(Cc1ccc3c(c1)OCO3)CC1CCCO1)C(=O)C(C)O2 (centres undefined)	-12	4
CCN(c1ccccc1)S(=O)(=O)c1ccc2c(c1)C(C)(C)C(=O)N2C	2	-4
CCOc1ccc(N2C(=O)CC(N3CCc4ccccc43)C2=O)cc1 (centres undefined)	-2	0
COc1cc(NC(=O)CCCSc2nc(-c3ccco3)cc(C(F)(F)F)n2)cc(OC)c1OC	8	8
CCC(C)c1c(O)nc(SCC(=O)N2CCOCC2)[nH]c1=O (centres undefined)	2	0
Cc1ccc(NC(=O)C(=O)NC(C)C2COc3ccccc3O2)cc1 (centres undefined)	18	5
Cc1c(C(=O)Nc2ccc3c(c2)OCO3)sc2ncn(CC(=O)N3CC(C)CC(C)C3)c(=O)c12 (centres undefined)	9	-6
O=C(OC(C(=O)NC1CCCCC1)c1ccccc1)c1ccco1 (centres undefined)	-4	-8
CC1Cc2nc(SCC(=O)NCC3CCCO3)n(Cc3ccccc3)c(=O)c2S1 (centres undefined)	7	-8
CCOc1ncccc1C(=O)N1CCN(Cc2ccc3c(c2)OCO3)CC1	0	5
COc1ccc(OC)c(NC(=O)CSc2nnc(Cc3cccn3C)n2CCc2ccccc2)c1	9	-6
COc1cc(C2NC(=O)NC(C)=C2C(=O)OCc2ccc(C)cc2)cc(OC)c1O (centres undefined)	1	-1
NC(=O)CSc1ncnc2c1cnn2Cc1ccccc1	-4	5
COC(=O)c1cc(=O)nc2sc(-c3ccc(F)cc3)nn12	-5	8
CC(C)NC(=O)C1CCN(Cc2cnn(-c3ccccc3)c2-n2cccc2)CC1	9	3
COc1cccc(Nc2c(F)c(OC)c(F)c(F)c2C(=O)O)c1	2	-8
Nn1cc(-c2ccccc2)nc1SCC(=O)NCCN1C(=O)CSC1=O	4	0
O=C1C(Cc2ccccc2)SC(=Nc2ccccc2)N1c1ccccc1 (centres undefined)	-9	0
CC1(C)CC(=O)C=C(Nc2cccc(O)c2)C1	-13	-7
CCCS(=O)(=O)N1CCCC(C(=O)NCCN(C)Cc2ccccc2)C1 (centres undefined)	9	-3

More structures
SMILES	esBAF inh	RAD54 inh
O=C(/C=C/c1ccc(OCCCF)cc1)NCc1ccc(Cl)c(Cl)c1	18	-11
Cc1ccnc(NS(=O)(=O)c2ccc(NC(=O)c3ccc(C)o3)cc2)n1	3	3
CCC(C)(C)NC(=O)C(OC(=O)c1cc2sccc2n1C)c1ccc(OC)cc1 (centres undefined)	1	-10
COc1ccc(-c2noc(-c3ccccc3C(=O)NCc3ccco3)n2)cc1	26	-9
Nc1[nH]n2c(=O)cc(-c3ccccc3)nc2c1N=Nc1ccccc1	14	6
C=CCn1c(SCC(=O)NCc2ccco2)nc2sc3c(c2c1=O)CCCC3	8	-6
COc1ccc(OC)c(NC2=NC3(CCCC3)N=C(N)N2)c1	-4	24
C=C(C)CSc1nnc2n(Cc3ccccc3)c(=O)c3c4c(sc3n12)CCC4	15	-8
Cc1ccc(-n2c(SCC(N)=O)nnc2-c2ccccn2)cc1C	0	2
COc1ccccc1CN(Cc1nc2ccccc2c(=O)[nH]1)C(=O)Nc1ccccc1C	3	-5
c1ccc2c(c1)oc1c(Nc3ccc(CN4CCOCC4)cc3)ncnc12	-9	54*
CCn1c(C)nc2cc(S(=O)(=O)C(F)F)ccc21	20	-1
COC(=O)[C@H](CCSC)NC(=O)Nc1ccc(OC)cc1	-5	4

Profiles as entered above. Screens in order: esBAF inh, RAD54 inh
`Cc1ccnc(NS(=O)(=O)c2ccc(NC(=O)c3ccc(C)o3)cc2)n1` is entered as 3, 3
`C=C(C)CSc1nnc2n(Cc3ccccc3)c(=O)c3c4c(sc3n12)CCC4` is entered as 15, -8
